MOR-DOR inv ag – inverse agonists of human mu-delta opioid receptor heterodimerization; P35372+P41143; cell-based MOR-DOR heterodimer luminescence, inverse agonism; inhibition, % at 9.3 µM; hit rate 0.21% among 340,000; in the data active means inhibition above about 22%, passing the limit was not always enough;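 further: 0% = cells with DMSO and 100% = wells without cells with DMSO; values of inactives mirror those of a sister screen read the other way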
DSG3 Ab inh – inhibitors of pemphigus antibody binding to human desmoglein-3. DSG3-coupled beads, scFv-anti-DSG3-GFP binding, flow cytometry; active compounds read low. binding (percent of control), % at 10 µM. AID 588358. hit rate 0.48% among 310,000. P32926;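 active means binding more than 3 SD below its plate's average and above zero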;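 further: hits lower antibody fragment binding to DSG3; some compounds called inactive have numbers as strong as hits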
HTR5A inv ag – counter-screen for OPRM1-OPRD1 inverse agonists: human HTR5A inverse agonism; HTR5A cell line, luminescence; inhibition, % at 9.3 µM; hit rate 0.083% among 340,000; AID 504634; in the data active means inhibition mostly above about 23%, no sharp cut-off; inactive means mostly below about 18%;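 further: 0% = cells with DMSO and 100% = no-cell wells with DMSO; some compounds called inactive have numbers as strong as hits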
HTR5A ag ctr – HTR5A agonism, opioid heterodimer counter-screen. HTR5A agonist assay, luminescence, cell-based. activation, % at 9.3 µM. P47898. hit rate 0.61% among 340,000; in the data active means activation mostly above about 9.5%, no sharp cut-off; inactive means mostly below about 7.6%;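 further: 0% = cells with vehicle only and 100% = reference agonist; strong numbers were not always called active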
MOR-DOR ag – agonists of human mu-delta opioid receptor heterodimerization; AID 504326; activation, % at 9.3 µM; hit rate 0.3% among 340,000; cells, OPRM1-OPRD1 heterodimerization, luminescence; P35372+P41143; in the data active means activation above about 18%;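 further: 0% = vehicle-treated cells and 100% = reference agonist; values of inactives mirror those of a sister screen read the other way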
V-ATPase pH – yeast V-ATPase proton transport regulation by pHLuorin. S. cerevisiae, pHLuorin cytosolic pH fluorescence. hit rate 0.37% among 350,000. AID 504577. response, % at 10 µM; in the data active means response mostly above about 7.3%, no sharp cut-off; inactive means mostly below about 5.4%; further: actives read high; inactives centre near 0; some compounds called inactive have numbers as strong as hits; reference of the scale not given here
PKA-R1A act – activates the PKA-R1A holoenzyme complex. P00514+P68181. PKA-R1A dissociation, Cy5-IP20 fluorescence polarization; scaled: DMSO 0%, 113 µM cGMP 100%. activation, % at 11.4 µM. hit rate 0.083% among 340,000;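 active means percent activation above the mean of all tested compounds plus 3 SD, cut at about 19% in these data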;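 further: higher means more PKAc released from R1A so a rise in polarization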
DAGLB inh – blocks human DAGLB lipase activity; Q8NCG7; HEK293T DAGLB membrane lysate, EnzChek fluorogenic substrate; inhibition, % at 5.17 µM; hit rate 0.059% among 340,000; AID 504411; in the data active means inhibition above about 34%;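 further: 0% = enzyme with vehicle and 100% = wells lacking enzyme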
Target sequence (Q8NCG7 whole entry, looked up): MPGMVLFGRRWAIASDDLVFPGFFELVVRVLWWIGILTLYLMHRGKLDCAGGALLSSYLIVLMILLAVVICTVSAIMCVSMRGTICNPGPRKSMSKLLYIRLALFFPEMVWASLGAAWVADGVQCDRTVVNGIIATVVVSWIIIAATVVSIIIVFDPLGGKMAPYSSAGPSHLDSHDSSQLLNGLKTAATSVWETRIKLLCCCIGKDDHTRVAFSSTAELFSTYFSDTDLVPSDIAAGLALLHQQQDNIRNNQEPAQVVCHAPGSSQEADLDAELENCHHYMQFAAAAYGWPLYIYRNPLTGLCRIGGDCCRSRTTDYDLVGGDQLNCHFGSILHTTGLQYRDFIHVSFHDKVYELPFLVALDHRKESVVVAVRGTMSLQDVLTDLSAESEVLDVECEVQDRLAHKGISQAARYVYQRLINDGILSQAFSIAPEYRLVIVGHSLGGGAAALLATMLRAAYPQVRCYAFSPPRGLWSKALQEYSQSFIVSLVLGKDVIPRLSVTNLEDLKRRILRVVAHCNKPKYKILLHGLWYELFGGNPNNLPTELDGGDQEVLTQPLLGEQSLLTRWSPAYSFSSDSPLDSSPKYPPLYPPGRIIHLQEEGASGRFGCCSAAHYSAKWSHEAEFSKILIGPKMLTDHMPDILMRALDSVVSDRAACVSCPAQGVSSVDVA
Arrestin-AP2 inh – inhibitors of human beta-arrestin and AP2 interaction; FITC-arrestin peptide / GST-AP2 beads, flow cytometry; AP2 beta2 appendage carries R879A mutation; inhibition, % at 10 µM; hit rate 0.31% among 340,000; AID 504490;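 active means inhibition above a set limit, near 3 SD of compounds lacking own fluorescence, cut at about 54% in these data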;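 further: plate controls were DMSO wells for no effect and 5 µM unlabelled arrestin peptide for full effect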
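system = GST-tagged AP2 beta2-adaptin appendage (R879A) on 4 µm glutathione beads | reagent = FITC-labelled arrestin peptide probe, 50 nM final | schedule = compound with beads 12 min RT, then probe 1 h RT | signal = HyperCyt-sampled flow cytometry, FL1 channel, ex 488/em 535 nm | read-out = percent response from loss of bead-bound FITC fluorescence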
PKA-R2B activ – activates the human PKA-R2B holoenzyme complex | PKA-R2B holoenzyme dissociation, Cy5-IP20 fluorescence polarization; R2B truncated from residue 108, S112A mutant; 0% DMSO only, 100% 113 µM cGMP | activation, % at 11.4 µM | hit rate 0.079% among 340,000;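 active means activation above a cutoff set at the mean over all compounds plus 3 SD, cut at about 18% in these data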;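 further: higher means more holoenzyme dissociation and a rise in polarization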
Target sequence (P31323 whole entry, looked up, other chains not shown, the tested form may be a part): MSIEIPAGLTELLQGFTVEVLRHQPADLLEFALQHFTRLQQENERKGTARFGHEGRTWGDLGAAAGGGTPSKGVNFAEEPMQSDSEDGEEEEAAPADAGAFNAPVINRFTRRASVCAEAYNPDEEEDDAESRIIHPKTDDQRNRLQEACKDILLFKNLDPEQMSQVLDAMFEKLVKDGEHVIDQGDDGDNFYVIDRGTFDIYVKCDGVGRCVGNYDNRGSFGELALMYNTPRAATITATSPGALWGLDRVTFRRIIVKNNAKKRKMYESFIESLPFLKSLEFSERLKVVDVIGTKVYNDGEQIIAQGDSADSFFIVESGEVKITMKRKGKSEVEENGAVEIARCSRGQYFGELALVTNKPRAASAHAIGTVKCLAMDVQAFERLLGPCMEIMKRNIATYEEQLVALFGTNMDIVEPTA
Numbers without * were called inactive; nt = not tested or not shown. No enrichment for hits; overall some 2.4% were active at least once.

SMILES	MOR-DOR inv ag	DSG3 Ab inh	HTR5A inv ag	HTR5A ag ctr	MOR-DOR ag	V-ATPase pH	PKA-R1A act	DAGLB inh	Arrestin-AP2 inh	PKA-R2B activ
O=S(=O)(NCC1CCCO1)c1ccc(S(=O)(=O)N(Cc2ccccn2)C2CC2)cc1 (stereo not drawn)	-0.7	103.0	-7.2	2.0	0.1	1.1	3.8	1.2	5.5	7.5
CCCn1c(=O)[nH]c(=O)c2c1nc(-c1ccccc1)n2CCN1CCOCC1	nt	105.7	nt	nt	nt	-0.7	-6.6	-2.8	-11.1	7.8
CNC(=S)N1CCN(c2c(F)cc3c(=O)c(C(=O)O)cn(C4CC4)c3c2OC)CC1C (stereo not drawn)	9.5	97.0	-2.1	0.5	-1.6	nt	-14.3	1.4	68.2*	3.0
Cc1ccc2cc(CN(CCN3CCCC3)C(=O)Nc3ccc(F)cc3)c(=O)[nH]c2c1C	-2.3	138.2	-12.1	-4.6	0.4	2.0	-1.4	3.1	3.5	-2.6
Cc1ccc(N(CC(=O)NCc2ccccc2Cl)S(=O)(=O)c2c(C)noc2C)cc1	-4.5	107.6	-4.6	-2.3	0.9	-0.4	-7.0	-5.2	-1.4	-9.6
N#CCCNC(=O)CCN1CCOCC1	11.9	106.1	0.0	0.0	-2.9	2.6	0.9	0.5	3.4	4.6
COc1cc(OC)cc(C(=O)OCC(=O)Nc2sccc2C(N)=O)c1	16.8	nt	7.1	7.7	-3.4	3.0	-6.3	-1.8	9.9	-5.4
COc1c2ccoc2c(OC)c2oc(=O)ccc12	8.2	101.6	-9.6	-2.3	-1.6	2.1	2.4	0.7	15.2	-9.8
CS(=O)(=O)N(CC(=O)NCCC1=CCCCC1)c1ccc2c(c1)OCO2	11.5	96.9	19.8	-1.2	-2.0	3.0	7.1	-0.5	3.2	-1.2
CC(C)NC(=O)c1ccc(-c2ccc(Cl)c(C(F)(F)F)c2)o1	-0.9	95.4	9.7	-3.0	0.2	0.8	-12.4	-1.7	-6.6	-0.5
CCCN(CCC)C(=O)c1ccc2c(c1)S(=O)(=O)c1ccccc1C2=O	-4.8	101.2	11.4	1.8	0.9	0.8	-7.5	4.8	-4.1	-3.0
CC1=NN(C(=O)COc2ccc(C)c(C)c2)C(O)(c2ccccc2)C1 (stereo not drawn)	10.0	100.2	6.4	-1.8	-1.9	3.3	-4.3	5.1	11.6	-10.7
Cc1nccn1CCC(=O)O	8.6	112.3	1.2	-2.6	-2.1	7.0	-0.1	-2.5	7.6	6.5
Cn1cncc1C#Cc1c(-c2ccc(S(C)(=O)=O)cc2)sc2ccccc12	-38.2	147.1	-10.2	2.8	8.2	1.2	0.0	-1.1	28.9	-1.2
CC(=O)N1N=C(N)SC1c1cccc([N+](=O)[O-])c1 (stereo not drawn)	8.9	nt	-40.1	-3.9	-1.6	-1.7	-5.3	-4.5	6.9	12.2
CCOc1cccc(OCCOCCN(C)C)c1	2.5	100.0	4.5	-1.3	-0.4	0.4	-13.7	-0.8	33.6	-6.0
Cc1cc(C)n2nc(C)c(Br)c2n1	-1.4	83.5	5.1	-2.0	0.2	6.2	14.1	1.6	24.5	11.6
O=C1CC(N2CCN(Cc3ccc4c(c3)OCO4)CC2)C(=O)N1Cc1ccc(N2CCCC2=O)cc1 (stereo not drawn)	1.4	111.8	-13.8	-0.4	-0.2	-2.5	-2.4	-2.1	-3.7	-7.3
NS(=O)(=O)c1cc(C(=O)Nc2ccc3c(c2)OCCCO3)ccc1Cl	10.6	nt	-11.3	4.0	-1.7	0.5	-10.3	-2.5	1.3	4.2
Nc1nn(S(=O)(=O)c2cccc3nsnc23)cc1-c1ccc(Br)cc1	13.9	nt	14.6	-0.3	-3.3	-3.5	0.2	-0.7	-8.9	-13.2
Cc1noc(C)c1COc1ccc(C(=O)OCC(=O)NC23CC4CC(CC(C4)C2)C3)cc1	-6.8	102.9	4.0	-1.4	1.2	-6.9	-4.5	-5.2	23.8	-3.8
Fc1ccc(COc2ccccc2CNCc2ccncc2)cc1	0.4	96.5	9.4	0.3	-0.1	-1.0	2.1	-4.0	-4.3	-2.1
O=C(COC(=O)c1ccccc1OC(F)F)Nc1ccc2[nH]c(=O)[nH]c2c1	13.6	93.3	2.3	-0.9	-2.6	-4.6	-5.2	2.9	3.2	-11.0
CCCCn1c(SCC(=O)O)nc2ccccc21	-4.7	106.7	2.1	-0.1	0.9	0.7	-4.8	1.0	4.6	2.1
CN(C(=O)N1CCN(c2ccccn2)CC1)c1ccccc1	9.6	nt	-5.7	-3.9	-1.7	-5.3	10.7	0.3	17.0	-8.3

Gathered by group: the compounds so far containing a furan ring, fused or not.
SMILES	MOR-DOR inv ag	DSG3 Ab inh	HTR5A inv ag	HTR5A ag ctr	MOR-DOR ag	V-ATPase pH	PKA-R1A act	DAGLB inh	Arrestin-AP2 inh	PKA-R2B activ
COc1c2ccoc2c(OC)c2oc(=O)ccc12	8.2	101.6	-9.6	-2.3	-1.6	2.1	2.4	0.7	15.2	-9.8
CC(C)NC(=O)c1ccc(-c2ccc(Cl)c(C(F)(F)F)c2)o1	-0.9	95.4	9.7	-3.0	0.2	0.8	-12.4	-1.7	-6.6	-0.5

Next part.
SMILES	MOR-DOR inv ag	DSG3 Ab inh	HTR5A inv ag	HTR5A ag ctr	MOR-DOR ag	V-ATPase pH	PKA-R1A act	DAGLB inh	Arrestin-AP2 inh	PKA-R2B activ
COC(=O)Cc1cc(=O)[nH]c(/N=C(\N)Nc2ccc(C(C)C)cc2)n1	5.8	113.0	34.8	3.8	-1.2	3.1	0.6	0.9	-4.8	-11.5
OCc1c[nH]c(=S)n1CCOc1cccc(C(F)(F)F)c1	5.4	99.7	-7.8	2.1	-1.1	-3.1	5.4	-2.1	10.1	-5.1
CN(C)C1(CNC(=O)C2CCC(=O)N(CCc3ccc(Cl)cc3)C2)CCCCC1 (stereo not drawn)	1.2	101.9	22.5	2.5	-0.2	0.2	-5.2	2.9	2.5	-6.9
CC1CN(c2ncnc3c2cnn3-c2ccc(Cl)cc2)CC(C)O1 (stereo not drawn)	0.9	89.4	-10.7	3.8	-0.2	-2.3	-6.8	-1.9	-1.4	-5.9
Cc1cccc(C(=O)NNC(=O)c2ccco2)c1O	3.6	105.2	-9.4	-0.7	-0.7	-1.6	-3.5	1.8	12.8	-0.7
O=c1c2c(nc3cc(-c4ccc(F)cc4)[nH]n13)CCC2	-2.5	89.4	-10.5	3.9	0.4	-1.9	-0.1	-2.9	4.7	0.2
COc1ccc(C2c3[nH]c4ccccc4c3C[C@H]3C(=O)N(C4CCN(Cc5ccccc5)CC4)CC(=O)N23)cc1OC (stereo partly drawn)	1.4	102.8	-11.1	3.0	-0.3	6.5	6.1	3.2	7.3	6.4
COCCc1ncc(CN2CCCCC2C(=O)Nc2ccc(Oc3ccccc3)nc2)cn1 (stereo not drawn)	10.9	107.6	-20.0	0.8	-2.0	-2.3	3.1	-1.7	-1.8	-1.8
O=C(c1cc(F)c(F)cc1Cl)N1CCN(S(=O)(=O)c2cccs2)CC1	5.7	102.3	-6.8	-0.4	-0.9	1.3	-4.3	2.0	17.7	1.1
Cc1cccc(N(C(=O)c2snc(C(N)=O)c2N)C(C(=O)NCC2CCCO2)c2ccc3ncccc3c2)c1 (stereo not drawn)	0.4	112.8	-4.7	1.6	0.0	-4.3	5.1	0.9	13.6	4.4
Cc1cccc(N(C)S(=O)(=O)c2csc(C(N)=O)c2)c1	15.8	97.5	-2.6	0.7	-3.4	-2.1	5.6	-0.1	-10.3	-0.1
CC(C)c1cc(C(N)=O)c(NC(=O)C2CCC2)s1	-5.2	108.6	-1.5	3.6	1.0	-2.8	9.0	-0.9	-2.6	3.0
COc1ccc(NS(=O)(=O)c2cccc3cccnc23)cc1	11.2	114.7	-22.8	3.0	-2.0	2.1	-6.1	-1.7	7.9	-10.2
O=[N+]([O-])c1ccccc1/C=C\C=N\N1CCN(c2ccccc2)CC1	2.5	102.9	6.8	-2.4	-0.5	-0.3	1.5	4.5	-4.3	-5.1
COc1ccc2[nH]c(=O)c(CN(C(=O)c3cccnc3)c3cc(C)ccc3C)cc2c1	-24.6	101.3	6.5	-2.0	4.6	-4.0	0.5	-0.4	9.0	8.8
CCOc1cc(NC(=O)c2ccco2)c(OCC)cc1NC(=O)Cc1ccc(OC)c(OC)c1	5.2	101.4	-14.2	5.4	-1.1	-2.1	-6.6	0.8	6.0	3.6
COC(=O)c1ccc(NC(=O)c2cc(-c3ccccn3)nc3ccccc23)cc1	2.7	4.9*	-5.2	1.9	-0.6	5.6	1.9	1.4	-4.0	-6.5
CCCn1c2ccccc2c2cnn(CC(=O)NCCN(C)C)c(=O)c21	17.4	105.9	-5.5	1.5	-3.8	-1.3	-13.0	-0.7	-0.3	8.7
O=C(Cc1ccc(Br)cc1)Nc1ccccc1Cl	8.1	103.8	-11.8	3.4	-1.5	-0.7	11.2	-4.1	-18.9	-10.2
Cn1c(N)c(C(=O)CSc2n[nH]c(N)n2)c(=O)n(C)c1=O	-3.4	101.7	-20.7	0.9	0.5	4.8	-3.8	2.7	-5.5	-6.8
O=C(CCNC(=O)c1ccco1)Nc1ccc(N2CCOCC2)cc1	6.5	98.9	3.2	-1.2	-1.4	-1.3	-9.4	-2.9	-26.2	-2.6
Cc1occc1-c1nnc(SCC(N)=O)n1Cc1ccccc1	9.3	99.1	-10.3	-4.3	-1.7	-3.2	1.1	1.0	7.2	-0.8
O=C(O)c1ccc(N/N=C/C=C/c2ccc([N+](=O)[O-])o2)cc1	14.2	111.5	13.4	-5.0	-2.7	-1.7	8.9	21.5	25.1	-14.8
COc1ccc(NC(=O)CC(NCCc2ccccc2)C(=O)O)c(OC)c1 (stereo not drawn)	20.2	95.4	-0.9	0.3	-4.6	1.7	1.3	2.0	1.9	-8.2
CC(C)N(Cc1ccccc1)S(=O)(=O)c1ccc(Cl)nc1	-26.1	95.7	8.9	11.7	4.8	-2.9	8.5	-3.9	1.8	-13.4
C=CCn1c(CCc2cc(C(C)(C)C)c(O)c(C(C)(C)C)c2)n[nH]c1=S	-26.4	109.5	-0.7	0.2	5.0	-0.4	3.6	-2.5	5.5	6.6
CCCCN(CCCNC(=O)C1CCN(S(=O)(=O)CC)CC1)c1ccccc1	-3.3	84.3	-2.6	-2.6	0.6	-0.6	3.1	3.8	1.6	11.2
CCCCc1nc(C(N)=O)c2[nH]c(=O)n(-c3ccc(OC)c(OC)c3)c2n1	10.1	92.2	-3.4	-6.4	-2.0	-0.5	-6.4	1.1	-1.5	-0.9
CCCCn1c(N)c(N(CCOC)C(=O)CSCc2ccc(C)cc2)c(=O)[nH]c1=O	27.2	100.4	-2.2	1.8	-5.6	-5.8	-13.7	-0.4	-1.3	-7.1
O=C(CNC(=O)C12CC3CC(CC(C3)C1)C2)OCc1ccc(F)cc1Cl	-10.2	109.2	1.1	-0.4	2.4	0.1	10.7	-6.6	21.2	-10.8

Compound activity as filed in PubChem.
